Compound activity from PubChem BioAssay.
RMI FANCM FP = inhibitors of human RMI core complex binding to FANCM MM2; Fluorescence polarization, RMI core complex with F-MM2 peptide; stronger effect = lower value; 70,000 compounds, 0.58% hits; FP signal (polarization) at 33 µM; in the data active means FP signal below about 40; further: inactives centre near 61; strong numbers were not always called active; unit not given here
The depositor's hits bear a star; & = joins results of further samples. These rows are one share of the data; count on the stated rates, not on these rows.

SMILES | RMI FANCM FP
CCn1c(/C=C/c2ccc(Cl)cc2)nc2ccccc21 | 67
c1cc[n+](C[n+]2ccccc2)cc1 | 57
CSc1sc(C(=O)O)cc1S(=O)(=O)C(C)C | 52
O=C(Nc1nnc2n1CCCS2)C1c2ccccc2Oc2ccccc21 | 54
CC(C)Oc1ccc(C(=O)Nc2ccc3c(c2)CC(=O)N3)cc1 | 50
O=C(Nc1ccc(-c2ccc(N3CCCC3)nn2)cc1)Nc1cccs1 | 70
CC(=O)Nc1cc2c(s1)CCCC2 | 62
COc1ccc(C2=NN(S(=O)(=O)c3ccccc3)C(c3ccc4nccnc4c3)C2)cc1 (stereo unspecified) | 76
CCc1ccc(NC(=O)CSc2ncc(S(=O)(=O)c3ccc(C)cc3C)c(=O)[nH]2)cc1 | 60
Cc1noc(C)c1-c1nc(CN2CCOCC2)no1 | 51
O=C(CCc1csc2nc(-c3ccccc3)cn12)N1CCN(C(=O)c2ccco2)CC1 | 63
COc1ccc(Oc2ccc([N+](=O)[O-])cc2C2=N/C(=C/N(C)C)C(=O)O2)cc1 | 54
C#Cc1cccc(NS(=O)(=O)c2ccc(Cl)c(Cl)c2)c1 | 52
CC(C)(C)C(=O)N1CCc2ccc(N)cc21 | 67
CCC(=O)NCCn1ncc2c(=O)n(Cc3ccccc3C)cnc21 | 66
Cc1cc(O)ccc1NC(=O)CC(NCc1ccccc1)C(=O)O (stereo unspecified) | 55
CN(C)C(=O)CS(=O)(=O)c1ccc(Cl)cc1 | 63
Cc1cnc2n(c1=O)C(CC(=O)N1CCC(Cc3ccccc3)CC1)CS2 (stereo unspecified) | 63
Cc1c(C(=O)Nc2ccc(C(=O)O)cc2)oc2c1C(=O)CC(C)(C)C2 | 63
CCOc1ccc(-c2ccc(=O)n(CCNC(=O)Nc3cccc(Cl)c3)n2)cc1 | 70
CN(C)n1cccc1/C=C(\C#N)S(C)(=O)=O | 62
O=S(=O)(c1ccc(Cl)cc1)N1CCN(c2cnccn2)CC1 | 66
O=C(CCc1csc(NC(=O)Nc2ccccc2)n1)NCc1ccc2c(c1)OCO2 | 65
COc1ccc(CCNC(=O)c2sc(=S)n(-c3ccc(Cl)cc3)c2N)cc1OC | 59
CC(C)n1c(NCCO)nc2ccccc21 | 58
Cc1csc(CN2CCN(C(=O)c3cc(=O)c4ccccc4o3)CC2)n1 | 63
Cc1cn(CCC(=O)Nc2ccc(N3CCOCC3)cc2)c2ccccc12 | 54
Cc1nn(C2CCS(=O)(=O)C2)c2nc(-c3ccccc3)cc(C(=O)N3CCCC3)c12 (stereo unspecified) | 67
O=C(Nc1cc2ccccc2cc1NC(=O)c1cc(Cl)sc1Cl)c1cc(Cl)sc1Cl | 60
Cc1ccc(-c2cn3c(CC(=O)Nc4ccc5c(c4)OCCO5)csc3n2)cc1 | 76
Cn1cnnc1SCC(=O)N1CCOCC1 | 57
CN(C1CCCC1)S(=O)(=O)c1ccc(C(=O)Nc2nc3cc4c(cc3s2)OCO4)cc1 | 55
CS(=O)(=O)Nc1ccc(N2CCCCC2=O)cc1 | 55
Oc1cc(O)cc(/C=C/c2ccccc2)c1 | 56
O=C(NCCOc1ccc2nnc(-c3ccccc3Cl)n2n1)C1CC1 | 70
COC(=O)CNC(=O)CSc1ccccn1 | 54
C=C1CC[C@H](O)C/C1=C/C=C1\CCC[C@]2(C)[C@@H]([C@H](C)CCCC(C)C)CC[C@@H]12 | 62
O=C(Cc1ccc([N+](=O)[O-])cc1)N/N=C\c1cn(-c2ccccc2)nc1-c1ccccc1 | 53
Cc1cccc(-n2ncc3c(=O)n4c(nc32)SCC4CC(=O)Nc2nnc(C)s2)c1 (stereo unspecified) | 64
O=C(COCC(=O)Nc1cccc(-c2nc3ccccc3s2)c1)Nc1cccc(-c2nc3ccccc3s2)c1 | 59
O=C(CCCn1nc(-c2ccco2)ccc1=O)Nc1nc2ccccc2s1 | 65
CCOC(=O)N1CCC(NC(=O)CCc2csc3nc(-c4ccccc4)cn23)CC1 | 63
CCOc1cc(C(=O)N2CCC3(CC2)CC(=O)c2ccccc2O3)cc(OCC)c1OCC | 53
O=C(NCCOc1cccc(C(F)(F)F)c1)C1CC1 | 61
COc1ccc(C(=O)NC2CCS(=O)(=O)C2)c(OC)c1 (stereo unspecified) | 53
O=C(Nc1nccs1)c1cn(Cc2ccc(F)cc2)nc1OCc1ccc(F)cc1 | 76
COc1ccc(-c2cn3c(C(=O)Nc4cc(C)ccc4C)csc3n2)cc1 | 72
O=C1CCC(=O)N1CNc1cc(Cl)ccc1Cl | 44

As entered above:
`O=C(Nc1ccc(-c2ccc(N3CCCC3)nn2)cc1)Nc1cccs1` – RMI FANCM FP: 70
`CCC(=O)NCCn1ncc2c(=O)n(Cc3ccccc3C)cnc21` – RMI FANCM FP: 66

(more compounds)
SMILES | RMI FANCM FP
Cc1[nH]ccc(=O)c1OCc1ccc(Cl)cc1Cl | 51
Cc1nn(CC#N)c(C)c1Br | 62
COc1ccc(C(c2sc3nc(C)nn3c2O)N2CCN(c3ccc(F)cc3)CC2)cc1 (stereo unspecified) | 60
Cn1c(=O)c2c(-c3ccccn3)c(NCc3ccccc3)oc2n(C)c1=O | 63
COc1cccc(/C=C2\Oc3cc(OS(=O)(=O)c4ccc(C)cc4)ccc3C2=O)c1OC | 57
CCOC(=O)c1cccc(NC(=O)CSc2ncc(-c3ccc(C)c(C)c3)o2)c1 | 86
Cc1nn2c(NCCN(C)C)cc(-c3ccccc3)nc2c1-c1ccccc1 | 64
Cc1nnc(NC(=O)Cc2csc(Nc3cccc(C(F)(F)F)c3)n2)s1 | 61
C=CCn1c(SCC(=O)N2CCc3ccccc32)nnc1-c1ccc(Cl)cc1 | 61
CCC(C(=O)Nc1c(C)nc2sc(C)c(C)n2c1=O)c1ccccc1 (stereo unspecified) | 65
O=C(O)CN1C(=O)/C(=C2/OC(=O)c3ccccc32)SC1=S | 61
CCOC(=O)c1c(NC(=O)CN2CCN(CC)CC2)sc(C)c1C | 70

Taken from the entries so far, four compounds:
SMILES | RMI FANCM FP
Cn1c(=O)c2c(-c3ccccn3)c(NCc3ccccc3)oc2n(C)c1=O | 63
COc1cccc(/C=C2\Oc3cc(OS(=O)(=O)c4ccc(C)cc4)ccc3C2=O)c1OC | 57
CCOC(=O)c1cccc(NC(=O)CSc2ncc(-c3ccc(C)c(C)c3)o2)c1 | 86
Cc1nn2c(NCCN(C)C)cc(-c3ccccc3)nc2c1-c1ccccc1 | 64

Next section.
SMILES | RMI FANCM FP
CC1CCc2c(sc(NC(=O)CSc3nnc(-c4cccs4)n3-c3ccccc3)c2C#N)C1 (stereo unspecified) | 86
COc1cccc(S(=O)(=O)Nc2ccc(Cl)c(C(F)(F)F)c2)c1 | 52
Cc1nc2cc(NC(=O)c3cc(C)n(C)n3)ccc2s1 | 54
COc1ccc(S(=O)(=O)CC(=O)Nc2cc(C)nn2-c2nc3ccccc3s2)cc1 | 78
Cc1ccc2nc(NCCCN3CCOCC3)sc2c1 | 68
COc1ccc(-c2nnc(NC(=O)Cc3ccc(C)c(C)c3)o2)cc1 | 71
Cc1ccc(C)c2sc(NC(=O)C3CC3)nc12 | 68
O=C(OCc1ccc2c(c1)OCO2)OCc1ccc2c(c1)OCO2 | 55
COc1ccc(-c2nnc(SCCCN3C(=O)c4cccc5cccc(c45)C3=O)n2C)cc1OC | 59
NNC(=O)CSc1nc2cccnc2s1 | 58
O=c1ccc(-c2cccc(Br)c2)nn1Cc1nc(-c2cccs2)no1 | 85
Cc1ccc(-c2nsc(SCC(=O)N3CCCc4ccccc43)n2)cc1 | 141

Among those listed so far, these contain bromine.
SMILES | RMI FANCM FP
Cc1nn(CC#N)c(C)c1Br | 62
O=c1ccc(-c2cccc(Br)c2)nn1Cc1nc(-c2cccs2)no1 | 85

(list continues)
SMILES | RMI FANCM FP
c1coc(C2=Nc3ccccc3SC(c3ccc4c(c3)OCO4)C2)c1 (stereo unspecified) | 65
Cn1c(C(=O)N2CCOCC2)ccc1S(=O)(=O)N(Cc1ccccn1)Cc1ccccn1 | 60
COc1ccc(S(=O)(=O)Nc2ccc3c(c2)CN(C(C)=O)CC3)cc1 | 67
COc1ccc(-c2nnc(NC(=O)c3cc(-c4cccs4)nc4ccccc34)o2)cc1 | 62
COc1ccc(-c2noc(-c3cccn(CC(=O)Nc4ccc(C)cc4C)c3=O)n2)cc1OC | 135
O=C(CSc1cn(CCNC(=O)c2ccc(Cl)cc2)c2ccccc12)Nc1ccc2c(c1)OCO2 | 59
O=[N+]([O-])c1ccc(-n2cccc2)cc1 | 60
CCOC(=O)c1c(-c2ccc(C)c(C)c2)csc1NC(=O)c1sc2nc(-c3ccccc3)cc(-c3ccc(OC)cc3)c2c1N | 49
CN(C)CCNC(=S)NC(=O)C12CC3CC(CC(C3)C1)C2 | 62
CCC(C)NC(=O)Cn1cccc(-c2nc(-c3ccc(Cl)cc3)no2)c1=O (stereo unspecified) | 112
CS(=O)(=O)N1CCCC(C(=O)Nc2c3c(nn2-c2nc4ccccc4s2)CCC3)C1 (stereo unspecified) | 60
CCOC(=O)C1C(=O)CC(C)(O)C(C(=O)OCC)C1c1ccc(Br)cc1 (stereo unspecified) | 67
COc1ccc2oc(-c3csc(NC(=O)c4ccccc4SC)n3)cc2c1 | 75
COc1cc(/C=C/C(=O)NCCOc2cc(N3CCOCC3)ncn2)cc(OC)c1OC | 62
Cc1ccc(-c2cn3c(=S)[nH]nc3s2)cc1 | 59
Cc1cc(-c2nnc(NC(=O)/C=C/c3cccs3)o2)n(C)n1 | 67
COc1ccccc1N1C(=O)CC(N2CCN(C(=O)OC(C)(C)C)CC2)C1=O (stereo unspecified) | 63
NCC1CCN(C2CCCC2)CC1 | 80
Cn1c(=O)c2c(SCC(=O)NCc3ccco3)ccnc2n(C)c1=O | 54
CCS(=O)(=O)N1CCc2ccc(NC(=O)c3ccccc3C(F)(F)F)cc2C1 | 61
Cc1nnsc1-c1noc(CS(=O)(=O)c2ccc(Cl)cc2)n1 | 63
CCOC(=O)c1ccc(OCC2c3cc(OC)c(OC)cc3CCN2C(=O)COc2ccccc2)cc1 (stereo unspecified) | 64
CCOc1ccccc1NC1=C(Cl)C(=O)c2ccccc2C1=O | 53
O=C(CN1CCN(Cc2nc3ccccc3[nH]2)CC1)Nc1cccc(C(F)(F)F)c1 | 61
Cc1cccn2c(=O)nc(SCC(=O)NCc3ccco3)nc12 | 53
CCCOc1ccc(S(=O)(=O)Nc2ccc3c(c2)C(=O)N(CC)CCO3)cc1 | 55
CN(C)S(=O)(=O)c1ccc(C(=O)NCc2nnc(SCC(=O)Nc3ccc(F)cc3)n2-c2ccc(F)cc2)cc1 | 60
O=C(Nc1cccc(S(=O)(=O)C(F)F)c1)c1ccc(S(=O)(=O)N2CCOCC2)cc1 | 58
COC(=O)c1ccccc1NC(=O)C1CCN(c2ccc(-c3ccc(OC)cc3)nn2)CC1 | 65
COC(=O)c1sc2cccc(F)c2c1S(=O)(=O)N1CCN(c2ccccc2)CC1 | 58
Cc1cc(S(=O)(=O)Nc2ccc(S(=O)(=O)Nc3ccc(F)cc3F)cc2)cc(C)c1F | 61
N=c1ccn2c(n1)OC1C(O)[C@@H](CO)O[C@H]12 (stereo partly specified) | 60
O=C(/C=C/c1cccc([N+](=O)[O-])c1)Nc1nnc(-c2ccc3c(c2)CCCC3)o1 | 56&40
O=C(c1ccc(Cl)cc1)c1cnc(-c2ccccc2)s1 | 62
Cc1cc(O)c(-c2ccn[nH]2)c(=O)o1 | 54
Cc1cc(C)n(CC(O)COc2ccc3c(c2)CCC3)n1 (stereo unspecified) | 68
Cc1nc(SCC(=O)c2cc(C)n(-c3ccc(F)c(Cl)c3)c2C)c2cc(-c3ccccc3)sc2n1 | 68
CCNC(=O)C1Cc2ccccc2N1S(=O)(=O)c1ccc(CC)s1 (stereo unspecified) | 53
Clc1ccc2sc(Oc3cccc(N4CCOCC4)c3)nc2c1 | 61
O=C(CSc1nnc(-c2ccncc2)n1-c1ccccc1)c1cc([N+](=O)[O-])cs1 | 60
Cc1ccc(-c2csc3nc(SCC(=O)NCC4CCCO4)n(-c4ccccc4)c(=O)c23)o1 (stereo unspecified) | 111
CC(C)C(=O)N1CCc2ccc([N+](=O)[O-])cc2C1 | 72
CC(C)CN(C)c1nc(N)c(C(=O)N=C(N)N)nc1Cl | 73
C[C@@H]1OC(O[C@H]2[C@H](O)[C@@H](O)[C@H](OC[C@H]3O[C@@H](OC(=O)[C@]45CCC(C)(C)CC4C4=CCC6[C@@]7(C)CC[C@H](OC8OC[C@H](O)[C@H](O)[C@H]8OC8O[C@@H](C)[C@H](O)[C@@H](O)[C@H]8O)[C@@](C)(CO)C7CC[C@@]6(C)[C@]4(C)CC5)[C@H](O)[C@@H](O)[C@@H]3O)O[C@@H]2CO)[C@H](O)[C@H](O)[C@H]1O (stereo partly specified) | 56
c1ccc(CCSc2nnc(-c3nnc(SCCc4ccccc4)n3-c3ccccc3)n2-c2ccccc2)cc1 | 57
COC(=O)c1c(C(=O)OC)c2n(c1C)CSC2 | 54
Cc1noc(C)c1C(=O)NNC(=O)c1cccc(C(F)(F)F)c1 | 55
CC(C)(C)c1cc(CN2CCN(Cc3ccccc3)CC2)cc(C(C)(C)C)c1O | 81
CCOC(=O)c1sc(NC(=O)c2ccc(C(C)=O)cc2)nc1-c1ccccc1 | 62
CCc1ccc(CNC(=O)c2ccc3c(=O)nc4c(-c5ccccc5)n[nH]n4c3c2)cc1 | 73

Sorted by molar mass (high to low): four of the compounds above.
SMILES | RMI FANCM FP
C[C@@H]1OC(O[C@H]2[C@H](O)[C@@H](O)[C@H](OC[C@H]3O[C@@H](OC(=O)[C@]45CCC(C)(C)CC4C4=CCC6[C@@]7(C)CC[C@H](OC8OC[C@H](O)[C@H](O)[C@H]8OC8O[C@@H](C)[C@H](O)[C@@H](O)[C@H]8O)[C@@](C)(CO)C7CC[C@@]6(C)[C@]4(C)CC5)[C@H](O)[C@@H](O)[C@@H]3O)O[C@@H]2CO)[C@H](O)[C@H](O)[C@H]1O (stereo partly specified) | 56
O=C(CSc1nnc(-c2ccncc2)n1-c1ccccc1)c1cc([N+](=O)[O-])cs1 | 60
CC(C)(C)c1cc(CN2CCN(Cc3ccccc3)CC2)cc(C(C)(C)C)c1O | 81
CCOC(=O)c1sc(NC(=O)c2ccc(C(C)=O)cc2)nc1-c1ccccc1 | 62
